# Screening results deposited in PubChem by The Scripps Research Institute Molecular Screening Center.
# PLCg1 inh: PLC-gamma1 enzyme inhibitors, primary screen, biochemical, fluorescence, purified enzyme; 1-phosphatidylinositol 4,5-bisphosphate phosphodiesterase gamma-1 (Homo sapiens), P19174; fluorogenic substrate; inhibition, % at 12.2 µM; hit rate 0.84% among 370,000; in the data active = inhibition above about 9.5%
# Tn6 DDE FP: inhibitors of Tn6 peptide binding to fibrin DD(E), primary screen, biochemical, fluorescence polarization, human fibrin, Tn6 probe. AID 720509, 2013. inhibition, % at 8.3 µM. Fibrinogen beta chain (Homo sapiens), P02675. hit rate 0.21% among 370,000. Fibrin DD(E) TRITC-Tn6 fluorescence polarization displacement;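 active = inhibition above a per-campaign cutoff: mean of compounds within control limits plus 3 SD, cut at about 15% in these data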;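 note: 0% = median of all compound wells on the plate and 100% = blocking peptide control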
# Target sequence (P02675 whole entry, looked up): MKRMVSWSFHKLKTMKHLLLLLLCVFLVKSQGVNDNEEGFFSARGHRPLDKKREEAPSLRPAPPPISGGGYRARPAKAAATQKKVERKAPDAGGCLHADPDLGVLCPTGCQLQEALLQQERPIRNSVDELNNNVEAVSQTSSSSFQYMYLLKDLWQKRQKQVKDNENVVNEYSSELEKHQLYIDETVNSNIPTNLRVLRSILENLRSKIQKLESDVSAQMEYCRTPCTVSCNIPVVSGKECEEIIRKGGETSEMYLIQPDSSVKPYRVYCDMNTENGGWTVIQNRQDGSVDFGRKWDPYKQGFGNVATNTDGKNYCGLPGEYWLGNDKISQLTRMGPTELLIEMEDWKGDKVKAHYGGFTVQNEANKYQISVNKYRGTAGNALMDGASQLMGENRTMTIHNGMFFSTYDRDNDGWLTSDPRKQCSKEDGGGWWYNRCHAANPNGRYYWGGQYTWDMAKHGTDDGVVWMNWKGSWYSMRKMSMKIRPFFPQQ
# UHRF1 MBD2 ctr: UHRF1 methylated DNA binding inhibitors, primary screen, counter-screen for MBD2 inhibitor project, biochemical, TR-FRET, human UHRF1, single concentration; AID 687016, 2013; E3 ubiquitin-protein ligase UHRF1 (Homo sapiens), Q96T88; UHRF1 binding to methylated oligo; inhibition, % at 4.4 µM; hit rate 0.75% among 370,000; in the data active = inhibition above about 21%;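 note: UHRF1 SRA domain binding a hemimethylated CpG hairpin DNA probe; 0% = median of test compound wells and 100% = reference inhibitor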
# ADAM17 inh: ADAM17 inhibitors, primary screen, biochemical, QFRET | Disintegrin and metalloproteinase domain-containing protein 17 (Homo sapiens), P78536 | recombinant ADAM17, EDANS/DABCYL FRET peptide cleavage | inhibition, % at 6.95 µM | hit rate 0.83% among 370,000 | AID 720648, 2013;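 active = inhibition above the mean of compounds lying between control limits plus 3 SD, set per campaign, cut at about 8.5% in these data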;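 note: 0% = DMSO-only wells as the low control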
# Target sequence (P78536 215-824 limits assumed): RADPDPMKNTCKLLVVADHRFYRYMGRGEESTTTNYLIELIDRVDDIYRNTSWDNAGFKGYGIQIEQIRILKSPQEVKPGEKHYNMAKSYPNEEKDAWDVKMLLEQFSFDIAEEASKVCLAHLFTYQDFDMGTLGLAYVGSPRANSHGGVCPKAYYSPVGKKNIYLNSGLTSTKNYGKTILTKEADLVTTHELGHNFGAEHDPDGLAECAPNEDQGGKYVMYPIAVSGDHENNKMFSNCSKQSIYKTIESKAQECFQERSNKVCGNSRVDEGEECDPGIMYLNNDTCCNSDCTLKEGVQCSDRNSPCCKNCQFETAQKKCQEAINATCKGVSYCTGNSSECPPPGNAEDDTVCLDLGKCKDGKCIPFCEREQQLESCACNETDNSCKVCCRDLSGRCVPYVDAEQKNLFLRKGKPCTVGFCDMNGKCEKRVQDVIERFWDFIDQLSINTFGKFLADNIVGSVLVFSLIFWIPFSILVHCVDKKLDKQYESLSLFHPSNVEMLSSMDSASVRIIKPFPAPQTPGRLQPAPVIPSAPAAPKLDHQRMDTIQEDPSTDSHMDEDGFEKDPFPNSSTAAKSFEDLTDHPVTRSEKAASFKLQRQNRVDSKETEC
# ASAP1 inh: inhibitors of human ASAP1 ArfGAP activity, primary screen, biochemical, fluorescence polarization. Arf-GAP with SH3 domain, ANK repeat and PH domain-containing protein 1 (Homo sapiens), …. AID 624377, 2012. hit rate 0.19% among 360,000. ASAP1-stimulated ARF1 GTP hydrolysis, GDP FP detection. inhibition, % at 16.5 µM; in the data active = inhibition above about 25%;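 note: 0% = vehicle with enzyme and substrate and 100% = no enzyme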
# Tn7 DDE FP: inhibitors of Tn7 peptide binding to fibrin DD(E), primary screen, biochemical, fluorescence polarization, human fibrin, Tn7 probe; Fibrinogen beta chain (Homo sapiens), P02675; FP displacement of FITC-Tn7 peptide from fibrin DD(E); 0% = median of compound wells per plate; hit rate 0.13% among 370,000; inhibition, % at 8.3 µM; AID 720508, 2013;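 active = inhibition above the mean of compounds falling within the control limits plus 3 SD of them, cut at about 14% in these data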;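 note: 0% = plate median of compound wells and 100% = 10 µM Aha-Tn7 peptide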
#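 Assay system: human fibrin DD(E) protein / Input: 2 µM fibrin DD(E) / Benchmarks: high control of 10 µM Aha-Tn7 peptide / Measured by: fluorescence polarization of the labelled Tn7 tracer / Medium: Tris buffer with calcium and detergent, pH 7.8 / Timing: 10 min compound pre-incubation, 3 h probe incubation at room temperature / Repeats: one replicate per compound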
# PLC-beta3 inh: human PLC-beta3 inhibitors, primary screen, biochemical, fluorescence | 1-phosphatidylinositol 4,5-bisphosphate phosphodiesterase beta-3 (Homo sapiens), Q01970 | Purified PLC-beta3, fluorogenic substrate | inhibition, % at 12.2 µM | hit rate 0.18% among 370,000 | AID 720704, 2013; in the data active = inhibition above about 11%;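 note: 0% = median of compound wells on plate and 100% = full blocker control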
# MBD2 inh: inhibitors of MBD2 binding to methylated DNA, primary screen, biochemical, TR-FRET, DNA-binding domain, human. inhibition, % at 4.4 µM. MBD2 binding to methylated oligonucleotide. Methyl-CpG-binding domain protein 2 (Homo sapiens), Q9UBB5. hit rate 0.31% among 370,000; in the data active = inhibition above about 13%
# ARFGAP1 inh: inhibitors of rat ARFGAP1 GAP activity, primary screen, biochemical, fluorescence polarization, GDP tracer; ADP-ribosylation factor GTPase-activating protein 1 (Rattus norvegicus), Q62848; Arfgap1-stimulated ARF1 GTP hydrolysis, GDP FP detection; inhibition, % at 16.5 µM; hit rate 0.26% among 360,000; AID 651572, 2012;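 active = inhibition above a per-plate limit, mean inhibition of low control wells plus 3 SD, cut at about 25% in these data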;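 note: 0% = DMSO wells with enzyme and 100% = wells lacking Arfgap1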
#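 system = rat Arfgap1 catalytic domain, aa 1-136 | technique = FP, GDP Alexa 633 tracer displaced from anti-GDP antibody, 620/688 nm | compound = one concentration, 16.5 µM, DMSO 1.26% | medium = HEPES-based buffer, pH 7.5 | timing = compound-enzyme preincubation 20 min, reaction 120 min, detection 60 min, 25 °C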
# proKLK7 act: proKLK7 zymogen activators, primary screen, biochemical, fluorescence intensity; AID 652039, 2013; activation, % at 7 µM; purified proKLK7, EDANS-DABCYL substrate fluorescence; 100% is mature enzyme control, 0% vehicle; hit rate 0.9% among 370,000;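 active = activation above the mean of all tested compounds plus 3 SD, computed per campaign excluding outliers beyond control limits, cut at about 13% in these data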
# Active calls of the source: *; i = inactive; . = no result given.
SMILES,PLCg1 inh,Tn6 DDE FP,UHRF1 MBD2 ctr,ADAM17 inh,ASAP1 inh,Tn7 DDE FP,PLC-beta3 inh,MBD2 inh,ARFGAP1 inh,proKLK7 act
Nc1[nH]nc2c1NN(c1ccc(Cl)cc1Cl)N2,1,6,-3,0,-5,-1,4,-1,-1,0.0
Nc1[nH][nH]c(=O)c1N=Nc1ccc2c(c1)OCO2,6,-5,-23,2,-2,1,3,-26,0,0.2
CN(C)CCN(C(=O)CN1C(=O)c2ccccc2C1=O)c1nc2cc3c(cc2s1)OCCO3,-2,-8,-1,-3,-2,-3,-3,-5,-4,0.2
COc1ccc(Cc2c(-c3ccco3)nc3ccc(Cl)cn23)c(C)c1,-16,-1,6,-3,-3,-3,-22,1,10,-1.0
CC1=C2N=C(N)N(Cc3ccccc3)C(Cc3ccccc3)C2n2c(=O)n(-c3ccccc3)c(=O)n2C1 (stereo unspecified),7,-1,-1,1,.,-4,7,0,.,0.4
COC(=O)c1ccccc1NC(=S)N(Cc1ccc2c(c1)OCO2)Cc1cc2cc(C)ccc2[nH]c1=O,0,4,-1,0,2,4,5,3,10,0.0
CCN1CCN(CCCCOc2ccccc2F)CC1,1,2,8,-8,5,0,2,8,-8,-0.5
[O-]/[N+](=C\c1ccccc1)[C@@H]1CCCC[C@@H]1/[N+]([O-])=C/c1ccccc1,-6,-7,1,-6,-25,3,-2,5,4,0.0
CCCNC(=O)C1(C)CCCN(C(=O)c2cccc(C(F)(F)F)c2)C1 (stereo unspecified),0,0,-1,-2,-1,-7,1,1,9,0.0
COc1ccc(N2CCN(C(=O)CSc3nnc(NC(=O)C4CC4)s3)CC2)cc1,6,1,2,-5,-2,5,4,3,-1,0.5
Cc1ccc(Nc2nc(N)c(C#N)c(CC#N)c2C#N)cc1,-3,4,-2,0,-6,-5,-9,-4,-4,-2.8
Cc1ccc2nc(-c3ccccc3)c(CC(=O)O)c(C(=O)O)c2c1,-2,-8,-3,-4,-2,8,-4,-7,6,-0.2
O=C(/C=C\c1ccc(-c2cccc([N+](=O)[O-])c2)o1)N1CCOCC1,-3,4,-4,7,10,0,-2,-3,3,0.2
CCC1(c2ccccc2)NC(=O)N(CC(=O)Nc2ccccc2N2CCCC2)C1=O (stereo unspecified),0,6,1,-5,3,-3,-8,0,-3,-0.7
COC(=O)[C@H](CCSC)NC(=O)[C@@H](Cc1cnc[nH]1)NC(=O)OCc1ccccc1,3,-2,1,-1,7,-2,5,0,-3,-0.9
COc1ccc(NC(=S)N(CCCN2CCOCC2)Cc2cn(C)c3ccccc23)cc1OC,-5,-4,-2,-4,1,4,0,-6,2,-0.2
COC(=O)c1ccccc1NC(=O)N1CCN(c2ccccc2)CC1,-5,1,0,-1,-5,-2,-3,4,2,-0.2
COc1ccc2nc(NC(=O)CCn3cccc3)sc2c1,2,-1,0,3,9,-2,1,5,-4,-0.7
COc1ccc(NC(=O)CCNS(=O)(=O)c2cc(Br)cnc2N)cc1OC,0,0,-1,-1,-6,-1,-10,-1,-1,0.0
O=C1NC(=O)C(CSc2ccccc2)(c2ccccc2)N1 (stereo unspecified),-1,-7,-1,-3,-6,-1,1,-5,4,0.2
COc1ccc2[nH]c(=O)c(CN(CC3CCCO3)C(=O)Nc3ccccc3)cc2c1 (stereo unspecified),-4,2,-1,-14,-4,0,-7,-1,-1,1.3
CCOC(=O)N(C)[C@H]1C[C@H]2c3[nH]c4c(-c5ccccc5)cccc4c3CCN2C(=O)[C@H]1[C@H](C)O,-20,8,1,-17,2,-2,-33,1,9,1.4
CC(=O)NCC1CCCN(c2nc3nonc3nc2N(C)Cc2ccccc2)C1 (stereo unspecified),0,-3,2,-7,1,0,-6,5,1,0.8
COc1ccccc1CN1CCSCC1,4,4,-1,-2,-2,-6,6,-1,2,-0.5
CC(C)(C)OC(=O)N[C@@H](Cc1ccccc1)C(=O)N1CCC(C(=O)N[C@@H](CCC(N)=O)C(=O)O)CC1,3,-6,-2,1,-5,-13,4,3,3,0.3
CC(=O)N1C(C)(C)CC(=NOC(=O)c2ccc(C)cc2)CC1(C)C,-2,8,0,-2,-2,0,3,5,-8,-0.1
O=C(NCCCn1ccnc1)Nc1cccc2ccccc12,-4,-2,-2,-5,-2,7,-4,-2,-3,-0.7
COc1ccc(C(=O)CSc2nnc(CNC(=O)c3ccc(OC)cc3)n2C)cc1,4,2,1,-2,-2,7,-22,0,9,-0.1
O=C(CSc1nc2[nH]c(=O)cc(O)c2s1)Nc1ccc(Cl)c(C(F)(F)F)c1,-4,4,-5,-6,-9,-3,-11,-3,1,0.2
CCC(CC)C(=O)Nc1nnc(S(=O)(=O)N2CCCC2)s1,2,7,1,-2,4,0,-2,7,-13,-0.1
COc1ccc(CC(=O)NNC(=O)CCc2ccccc2)cc1,-1,3,2,-7,-16,3,0,2,-5,0.4
CC1(C)Oc2ccc(C(=O)NC3CCCCC3)cc2N(CC#N)C1=O,0,-2,-2,-2,-6,4,-5,1,3,0.0
O=C(COC(=O)c1ccc(S(=O)(=O)N2CCOCC2)cc1)NCc1ccccc1,3,-7,-2,2,-4,0,-3,-2,5,-0.2
COc1cc(/C=C/C(=O)NC(=O)c2ccccc2O)ccc1O,-56,-8,1,-2,7,2,-97,-3,3,-2.1
CC(C)(C)C(=O)Nc1sc2c(c1C(=O)Nc1ccccn1)CCCC2,-2,4,-3,0,6,1,-6,-3,10,0.1
O=C(Cc1ccc(S(=O)(=O)N2CCOCC2)s1)N1CCN(S(=O)(=O)c2ccc(Cl)cc2)CC1,-3,-7,-2,0,-5,0,-10,1,0,-0.4
COc1ccccc1C(=O)Nc1ccc2nc3n(c(=O)c2c1)CCCC3,1,6,0,-3,0,6,-11,0,6,0.3
Cc1ccc(C2CC2C(=O)NN)cc1 (stereo unspecified),3,-8,0,1,-2,1,4,-8,-15,-0.5
O=C(COC(=O)CSCc1ccccc1)NCc1ccccc1,0,-3,-1,1,-4,-2,4,-2,1,0.5
COc1ccc(CNC(=O)C[C@H]2C(=O)N(CCc3ccccc3)C[C@@H]2Cc2ccccc2)cc1,4,0,1,-4,-8,-1,3,4,4,0.6

# Looked up by compound from the list above, 3 records:
SMILES,PLCg1 inh,Tn6 DDE FP,UHRF1 MBD2 ctr,ADAM17 inh,ASAP1 inh,Tn7 DDE FP,PLC-beta3 inh,MBD2 inh,ARFGAP1 inh,proKLK7 act
COc1ccc2[nH]c(=O)c(CN(CC3CCCO3)C(=O)Nc3ccccc3)cc2c1 (stereo unspecified),-4,2,-1,-14,-4,0,-7,-1,-1,1.3
Cc1ccc2nc(-c3ccccc3)c(CC(=O)O)c(C(=O)O)c2c1,-2,-8,-3,-4,-2,8,-4,-7,6,-0.2
COC(=O)c1ccccc1NC(=S)N(Cc1ccc2c(c1)OCO2)Cc1cc2cc(C)ccc2[nH]c1=O,0,4,-1,0,2,4,5,3,10,0.0

# Following part:
SMILES,PLCg1 inh,Tn6 DDE FP,UHRF1 MBD2 ctr,ADAM17 inh,ASAP1 inh,Tn7 DDE FP,PLC-beta3 inh,MBD2 inh,ARFGAP1 inh,proKLK7 act
Cc1ccc(-c2nc3sc(C(N)=O)c(N)c3c3c2CCCC3)cc1,i,5,-1,-35,6,5,i,-4,-3,-16
O=S(=O)(CC(CN1CCCCC1)N1CCCCC1)c1ccccc1 (stereo unspecified),2,3,1,-3,9,1,-3,-3,-3,-0.6
COC(=O)C1=C(C)N(Cc2ccccc2)C(=O)N[C@H]1c1ccc(Br)cc1,6,9,-1,8,6,-8,5,-6,-2,1.0
O=C1C=C(c2ccc(F)nc2)CCC1,-1,3,0,-6,-11,-3,-1,3,-8,-0.6
Nc1ncc([N+](=O)[O-])c(Oc2ccccc2F)n1,1,1,0,1,1,-3,-6,-2,-7,0.4
O=C(Cc1ccc(Cl)cc1)NCc1ccccc1Cl,1,9,0,0,1,3,2,-2,16,-0.7
Cc1[nH]c2ccccc2c1C(=O)C(=O)NCc1ccco1,2,-4,0,-4,1,3,2,1,-7,-0.1
O=S(=O)(NCC(c1ccc2c(c1)OCO2)N1CCN(c2ccccc2)CC1)c1ccccc1 (stereo unspecified),4,-4,0,3,6,-4,-6,-8,-15,0.0
CCc1ccc(C(CNC(=O)c2ccc3c(=O)n(-c4ccccc4F)c(=S)[nH]c3c2)N(C)C)cc1 (stereo unspecified),-18,-3,0,-16,18,1,-30,-4,-2,-0.2
CN1C(=O)C2(OCC(COc3ccc(Cl)cc3)O2)c2ccccc21 (stereo unspecified),0,-1,-2,3,9,4,-1,-7,5,0.3
CC(=O)c1ccc(Cc2ncc(C(F)(F)F)cc2Cl)s1,-1,5,-1,-3,5,3,2,-2,0,-0.4
Cc1cc(Nc2nn(C)c(N)c2C#N)ccc1F,0,2,4,-6,2,3,0,1,-4,-0.3
O=C1[C@H]2[C@@H](/C=C/c3ccccc3)N3C(=O)CN(Cc4ccccn4)C(=O)[C@@]3(Cc3ccccc3)[C@H]2C(=O)N1c1ccccc1,0,-1,-1,0,-21,2,0,2,-1,0.0
CCN(Cc1ccccc1)S(=O)(=O)c1c(C)[nH]c(C)c1C(=O)N1CCCC1,1,-5,1,0,-3,-8,-6,2,15,0.3
COC(=O)NC1(C(F)(F)F)C(=O)NC(C)=C1C(=O)OC (stereo unspecified),3,-1,-1,-3,8,0,3,-5,-2,-0.4
CCOCCCNC(=O)CN1C(=O)NC(Cc2c[nH]c3ccccc23)C1=O (stereo unspecified),2,-8,-1,-1,15,-4,-5,2,15,0.2
COC(=O)C1=C(O)/C(=C\c2sccc2C)N=C1C,-1,3,0,5,2,3,6,1,2,0.3
CCC1=NN2C(=N)/C(=C\c3cccn3-c3ccc(OC)cc3)C(=O)N=C2S1,-6,-6,-2,3,5,-3,-7,-3,-5,0.1
Cc1ccc(OCC(=O)Nc2ccc(C(=O)Nc3ccccc3C(=O)O)cc2)cc1C,-2,1,-1,2,-7,2,5,-2,3,-0.5
O=C(c1ccccc1)N1CCC(O)(c2cccnc2)CC1,2,1,1,-2,-8,1,3,-7,5,-0.9
